High-throughput results (PubChem BioAssay)
NPYLR7 ag = mosquito NPYLR7 agonism. HEK293T NPYLR7/Galpha15, GCaMP6s calcium fluorescence. 270,000 compounds, 0.15% hits. activation, % at 10 µM. AID 1259423; in the data active = activation above about 40%;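 note: 0% = vehicle and 100% = reference agonist at the receptor; some compounds past the cut are filed as inactive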
mcGAS inh = blocks mouse cGAS activity; Q8C6L5; recombinant cGAS, Kinase-Glo ATP depletion luminescence; inhibition, % at 12.5 µM; 160,000 compounds, 0.15% hits; AID 1259399;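 note: 0% = negative control wells and 100% = reference inhibitor with no enzyme activity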
hcGAS inh = blocks human cGAS activity. Q8N884. recombinant h-cGAS, ATP depletion, Kinase-Glo luminescence. inhibition, % at 12.5 µM. 290,000 compounds, 0.081% hits. AID 1259398;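 note: 0% = vehicle reaction and 100% = reaction without DNA for no activity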
Target sequence (Q8N884 whole entry, looked up): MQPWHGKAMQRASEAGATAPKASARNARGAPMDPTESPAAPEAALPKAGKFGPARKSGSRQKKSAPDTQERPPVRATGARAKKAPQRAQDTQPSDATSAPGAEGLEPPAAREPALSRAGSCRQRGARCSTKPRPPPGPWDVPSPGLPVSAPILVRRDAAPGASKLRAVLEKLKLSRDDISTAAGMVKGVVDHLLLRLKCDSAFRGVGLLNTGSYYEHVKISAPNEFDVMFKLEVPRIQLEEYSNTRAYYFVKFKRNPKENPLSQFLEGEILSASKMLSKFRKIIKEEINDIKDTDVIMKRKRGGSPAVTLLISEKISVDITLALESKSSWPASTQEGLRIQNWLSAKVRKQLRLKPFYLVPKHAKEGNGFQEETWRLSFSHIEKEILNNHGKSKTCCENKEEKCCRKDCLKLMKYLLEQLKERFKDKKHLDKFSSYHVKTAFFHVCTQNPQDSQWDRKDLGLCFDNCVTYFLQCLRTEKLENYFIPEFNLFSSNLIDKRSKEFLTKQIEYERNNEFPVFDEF
* = called active by the depositor; . = not tested or not shown. Cut-off read from the data, not from the text of the source, unless noted: active = inhibition above about 40%; inactive = the rest.

SMILES	NPYLR7 ag	mcGAS inh	hcGAS inh
CCCCN(CC(=O)Nc1cc(C(C)(C)C)nn1-c1ccc(C)cc1)C(=O)COCc1ccccc1	-3	-4	-11
CNc1ncc(CN(C)C(=O)CCc2cc(C)cc(C)c2)cn1	13	.	-5
CC1CC(C)CN(C(C)C(=O)NCc2ccccc2Cl)C1 (stereo not given)	11	-8	-15
Cc1cc(N(C)C)nc(NCCNC(=O)C(C)C)n1	-1	.	-8
COc1ccc(C(CC(=O)NCc2ccc(F)cc2)c2cn(C)c3ccccc23)cc1OC (stereo not given)	-2	-8	-8
COc1ccc(CNC(=O)Cn2nc3c(c2NC(=O)CC2CCCCC2)CSC3)cc1	-7	-7	-4
CC(C)C(=O)Nc1c2c(nc3ccccc13)N(C)CC2	-3	.	-5
O=C1NC2(CCN(C(=O)C3C[C@H]3c3ccccc3)CC2)Nc2cccc(Cl)c21 (stereo not given in full)	2	-4	-6
O=C(Cn1cnc2sc3c(c2c1=O)CCC3)c1ccccc1Cl	-3	-4	-5
O=S(=O)(Oc1ccc2oc3ccccc3c2c1)c1ccccc1F	-5	.	-1

Arranged by molecular weight (largest number first): some entries from above.
SMILES	NPYLR7 ag	mcGAS inh	hcGAS inh
CCCCN(CC(=O)Nc1cc(C(C)(C)C)nn1-c1ccc(C)cc1)C(=O)COCc1ccccc1	-3	-4	-11
COc1ccc(CNC(=O)Cn2nc3c(c2NC(=O)CC2CCCCC2)CSC3)cc1	-7	-7	-4
O=C(Cn1cnc2sc3c(c2c1=O)CCC3)c1ccccc1Cl	-3	-4	-5
O=S(=O)(Oc1ccc2oc3ccccc3c2c1)c1ccccc1F	-5	.	-1
CNc1ncc(CN(C)C(=O)CCc2cc(C)cc(C)c2)cn1	13	.	-5
CC1CC(C)CN(C(C)C(=O)NCc2ccccc2Cl)C1 (stereo not given)	11	-8	-15
CC(C)C(=O)Nc1c2c(nc3ccccc13)N(C)CC2	-3	.	-5

Additional records follow.
SMILES	NPYLR7 ag	mcGAS inh	hcGAS inh
COc1ccc2oc(=O)c(C(=O)Nc3c(F)cccc3F)cc2c1	3	-6	-1
N#Cc1ccccc1CN(Cc1ccccc1)Cc1cccn1Cc1ccccc1F	18	-5	-7
CC(C)Cn1cncc1CNC(=O)c1ccon1	1	.	-4
O=C(c1c(F)c(F)c(F)c(F)c1F)N1CCN(c2nc3nccc(-c4cccnc4)n3n2)CC1	5	-6	-6
Cc1ncsc1CCNC(=O)C1CC2(CCNCC2)CN1 (stereo not given)	17	.	0
CCOC(=O)c1[nH]c2ccc(OC)cc2c1NC(=S)N1CCN(C(=O)c2ccco2)CC1	-8	-5	-5
N#Cc1ccccc1Sc1ccc(C(N)=O)cc1	8	.	-10
CC(C)C(=O)Nc1cccnc1-c1cccc(C(C)N2CCCC2)c1 (stereo not given)	6	-12	-4
O=c1oc2c(Cl)cc(NS(=O)(=O)c3ccc(F)cc3)cc2s1	2	.	-5
CCCCn1ccnc1C(O)C(F)(F)F (stereo not given)	0	.	-10
CCOc1ccc(C(=O)NCCc2cc3ccc(C)c(C)c3[nH]c2=O)cc1	2	.	-9
CCNC(=O)CSc1nnc(-c2ccc(C)cc2)o1	-3	.	-1
O=C(Cn1nc(-c2ccc(F)cc2)c2ccccc2c1=O)N1CCOCC1	5	.	-3
CCC(C)N(CC(=O)N(CCc1ccc(OC)c(OC)c1)Cc1ccco1)C(=O)Nc1ccc(Cl)cc1 (stereo not given)	-4	-5	-4
CCCNc1nccnc1-c1cc(C)c(O)c(C)c1	-2	-2	-2
COCCN(Cc1cccc(OC)c1OC)CC(O)COCc1ccccc1 (stereo not given)	-4	-5	-6
CC(c1cccc(C(F)(F)F)c1)N(Cc1nnnn1C1CC1)C1CC1 (stereo not given)	-2	.	-5
CCCn1cc(SCC(=O)N2CCc3ccccc32)c2ccccc21	-2	.	-9
O=C(NCCSC1Sc2ccccc2NC1=O)c1ccccc1F (stereo not given)	-12	.	-4
Fc1cc(F)cc(CSc2nnc(-c3ccccc3Cl)n2-c2ccccc2)c1	.	-4	-6
Cc1c(CN(C)C(=O)CCN2CCCCO2)[nH]c2ccccc12	4	-17	-5
CCCc1nc2ccc(NC(=O)C3CCOCC3)cn2n1	1	-8	-2
CC(=O)Nc1c(Br)cc(C2CCCCC2C)cc1Br (stereo not given)	13	.	-1
COc1ccc(NC(=O)C2Cc3ccccc3N3CCN(CC(=O)N4CCOCC4)CC23)cc1OC (stereo not given)	.	-1	-1
O=S1(=O)C=CC(Nc2ccccc2)C1 (stereo not given)	17	-3	-8
CCn1c(SCC(=O)c2c(N)n(C3CC3)c(=O)[nH]c2=O)nnc1-c1ccco1	6	.	-5
O=C(O)C(=C/C=C/Br)C(=O)O	0	.	-6
CN(CCc1ccncc1)c1cc(Cl)nc(N)n1	0	-7	-6
CC(=O)c1c(C)[nH]c(C(=O)C(C)Sc2nnc(NC3CC3)s2)c1C (stereo not given)	9	.	-3
COC1CN(C(=O)C2CCC2)CCC(=O)N(C)c2ccccc21 (stereo not given)	5	-7	-6
c1ccc(-c2ccc3ncccc3c2)c(CN2CCOCC2)c1	-2	-3	-4
CC(=O)NCCn1cnc(-c2ccccc2)c1-c1oc2ccccc2c1C	2	.	-10
Cc1cc(C)[n+]2ncsc2n1	2	.	-6
CCOC(=O)N1CCN(C(=O)CSc2nc(=O)[nH]c3c2CCC3)CC1	-3	-9	-3
CCc1nc2ccc(C(=O)N(CC)CCN(C)C)cn2c1N(CC)C(=O)CCC1CCCC1	-4	1	0
COC(=O)CCc1c(C)nn(-c2ccc(C(=O)NC3CCN(Cc4ccccc4)C3)cc2)c1C (stereo not given)	0	-4	-5
Cc1ccc2cccc(OCCNS(=O)(=O)NCc3ccccc3)c2n1	-5	.	-5
CC(C)(C)CC(=O)N1CCCCC1c1ncc(-c2cccc(F)c2)[nH]1 (stereo not given)	1	.	0
Cc1nn(C(F)F)c(C)c1CC(=O)N1CCCCC1C(=O)O (stereo not given)	-5	.	-9
Cc1cnc(CNc2nc(CCN)nc3sc(C)c(C)c23)cn1	-1	-5	2
COc1ccc2c(c1)C(C)(Cc1cc(Cl)ccc1C(F)(F)F)C(=O)N2 (stereo not given)	2	-1	2
COc1ccc(CC(=O)N(C)CC2CCCCO2)cc1 (stereo not given)	-1	.	-7
CNc1nc2cnc(Nc3cccc(NC(C)=O)c3)cc2n1-c1ccccc1	16	-7	-8
COCCn1c(=NC(=O)c2ccn(C)n2)sc2cc(Cl)ccc21	.	-7	-2
COc1ccc(-c2noc(C3CCN(C(=O)c4cc(OC)c(OC)c(OC)c4)CC3)n2)cc1	.	-5	-7
CSc1ccccc1NC(=O)C1(C)CCN1C(=O)Cc1ccc(-c2ccccc2)cc1 (stereo not given)	-3	-1	4
CO[C@H]1CN(C(=O)C2(c3ccc(Cl)cc3)CCC2)CC[C@H]1N	6	.	-1
COc1ccc(CCN2COc3ccc4c(c3C2)O/C(=C\c2ccncc2)C4=O)cc1	39	12	0
CCc1ccc(NC(=O)Cn2cc(OC)c(=O)cc2CSc2ncccn2)cc1	-7	-8	-10
Cc1nc2sccn2c(=O)c1NC(=O)Cc1ccccc1	13	-7	-5

Individual results from the results shown:
In NPYLR7 ag, `c1ccc(-c2ccc3ncccc3c2)c(CN2CCOCC2)c1` has -2
In hcGAS inh, `Cc1cc(N(C)C)nc(NCCNC(=O)C(C)C)n1` has -8
In hcGAS inh, `CCCNc1nccnc1-c1cc(C)c(O)c(C)c1` has -2
In NPYLR7 ag, `COc1ccc(CC(=O)N(C)CC2CCCCO2)cc1` (stereo not given) has -1
In NPYLR7 ag, `CC(C)Cn1cncc1CNC(=O)c1ccon1` has 1
In NPYLR7 ag, `CCCCN(CC(=O)Nc1cc(C(C)(C)C)nn1-c1ccc(C)cc1)C(=O)COCc1ccccc1` has -3

New compounds follow.
SMILES	NPYLR7 ag	mcGAS inh	hcGAS inh
CCCCNC(=O)N1CC(C(=O)N2CCSCC2)CCC1c1ccc(F)cc1 (stereo not given)	4	.	-10
CC1Cc2cc(-c3cc(CNC(=O)c4ccccc4Cl)no3)ccc2O1 (stereo not given)	-1	.	9
COc1ccccc1/C=C/c1nn2c(C(C)C)nnc2s1	-3	-8	-6
COC(=O)c1cccc(CN2C(=O)CON=C2c2ncccc2C)c1	0	.	-5
c1cncc(CN(Cc2ccc3c(c2)CCO3)Cc2ccc3c(c2)OCO3)c1	-1	-13	-7
COc1ccc(C2(C(=O)N[C@@H]3C[C@@H](CO)N(C)C3)CCCC2)cc1	5	-8	-2
CCOCCn1c(=NC(=O)c2ccnn2CC)sc2cc(OC)c(OC)cc21	8	-8	-4
Cc1ccc2nc(N(CC3CCCO3)C(=O)c3ccn(C)n3)sc2c1 (stereo not given)	.	-6	-14
Cc1cccc(NC2CCN(CCCOCC(F)(F)F)CC2)n1	3	.	-5
CC(=O)NCCn1cnc(-c2ccccc2)c1-c1cccn1-c1cccnc1	13	.	-1
Nc1cccc(-c2cc3c(Oc4cccc(O)c4)ncnc3[nH]2)c1	-6	-9	-10
Fc1ccc(OCc2noc(-c3cccs3)n2)c(Br)c1	4	.	-4
CCOc1ncccc1C(=O)NCCn1ncc2c(=O)n(Cc3ccc(C)cc3)cnc21	-7	-9	-8
CCn1cnnc1CNC(=O)N1CCN(C)CC1c1ccccc1 (stereo not given)	13	.	-5
CNc1cc(C(=O)Nc2nc(COC)cs2)c2ccccc2n1	0	.	-7
CNc1nc(C)ccc1C(=O)OCC(=O)Nc1ccc(N2CCOCC2)cc1	-1	-11	-6
COc1ccc(S(=O)(=O)N(CCN(C)C)Cc2nccn2Cc2ccc(C(F)(F)F)cc2)cc1	-1	-3	1
CCN(C)C1=C(c2c(C)[nH]n(-c3ccccc3)c2=O)C(=O)N(c2ccccc2F)C1=O	-5	-10	-14
CCN(Cc1cccc(NC(=O)c2ccc(F)c(F)c2)c1)C(=O)OC(C)(C)C	4	.	-13
COc1cccc(COC(CN2CCN(C(=O)[C@H](C)OC(C)=O)CC2)c2ccc(Cl)cc2)c1 (stereo not given in full)	.	-6	-1

Just hcGAS inh and NPYLR7 ag, for two of the compounds above:
Molecule	hcGAS inh	NPYLR7 ag
Nc1cccc(-c2cc3c(Oc4cccc(O)c4)ncnc3[nH]2)c1	-10	-6
Fc1ccc(OCc2noc(-c3cccs3)n2)c(Br)c1	-4	4

(further entries)
SMILES	NPYLR7 ag	mcGAS inh	hcGAS inh
O=C(O)CCc1nnc(SCc2ncc(-c3ccc(F)cc3)o2)[nH]c1=O	18	-17	-6
CN(CC(=O)NC1CCCCCC1)C1c2cc(Cl)cc(Cl)c2CC1O (stereo not given)	1	.	-6
CCOC1CCCN(C(=O)NC(CN2CCc3ccccc3C2)C(C)(C)C)C1 (stereo not given)	-2	0	2
CC1Oc2ccc(C#N)cc2N(Cc2ccc3ccccc3c2)C1=O (stereo not given)	9	.	-3
CC(C)C(NC(=O)c1ccc(Br)cc1)C(=O)NC1CCCC1 (stereo not given)	0	.	-5
CCCCc1ccc(-c2ccc(-n3cncc3C(=O)NCCCOCC(CC)CCCC)cc2)cc1 (stereo not given)	-3	2	3
COc1ccc(-c2nc(CNC(=O)c3c(C)noc3-c3ccccc3Cl)c(C)o2)cc1	5	-6	-5
CC(C)n1ccnc1CN1CCC(c2[nH]ncc2-c2cccc(F)c2)CC1	2	.	5
COc1ccc(C(=O)N2CCOCC2)cc1NC(=O)C1CC2CCC1C2 (stereo not given)	5	.	-3
COc1ccc(C2NCCS2)cc1 (stereo not given)	4	-5	0

Compound profiles, as listed above. Order of values: NPYLR7 ag	mcGAS inh	hcGAS inh
O=C(Cn1nc(-c2ccc(F)cc2)c2ccccc2c1=O)N1CCOCC1 in the list: 5	.	-3
Cc1ncsc1CCNC(=O)C1CC2(CCNCC2)CN1 (stereo not given) in the list: 17	.	0
COc1ccccc1/C=C/c1nn2c(C(C)C)nnc2s1 in the list: -3	-8	-6
CCN(C)C1=C(c2c(C)[nH]n(-c3ccccc3)c2=O)C(=O)N(c2ccccc2F)C1=O in the list: -5	-10	-14
O=C(Cn1cnc2sc3c(c2c1=O)CCC3)c1ccccc1Cl in the list: -3	-4	-5

Additional compounds follow:
SMILES	NPYLR7 ag	mcGAS inh	hcGAS inh
CCNCc1nccn1Cc1ccc(Cl)cc1Cl	-18	2	2
Cc1nn(-c2nc3ccccc3[nH]2)c2c1C(=O)CC(c1ccco1)C2 (stereo not given)	0	.	-10
CC(C)NC(=O)c1ccc(Nc2c(Oc3ccccc3)cnn(-c3ccccc3)c2=O)cc1	10	-4	-6
O=C(c1cnn2c1NC(c1ccc3c(c1)OCO3)CC2C(F)(F)F)N1CCCCCC1 (stereo not given)	2	-5	-6
Cc1sc2nc(C(C)N3CCN(c4nccs4)CC3)nc(N)c2c1C (stereo not given)	15	-15	-9
CC(C)CCn1c(N(C)Cc2ccccc2)nc2c1c(=O)n(C)c(=O)n2C	-7	.	2
COC(=O)c1c(NC(=O)c2c(-c3c(Cl)cccc3Cl)noc2C)sc2c1CCCC2	10	1	-4
CCn1cc(NC(=O)/C=C(/c2ccccc2)C(F)(F)F)cn1	5	-17	-9
Cc1ccc(Nc2nnc(Cc3ccccc3)c(=O)[nH]2)cc1C	-1	.	-7
Cc1nccn1CCCC(=O)N1CCCC2(C1)C(=O)N(C)c1ccccc12 (stereo not given)	4	-16	-5
O=C(c1ccccc1F)N(Cc1nccn1Cc1ccc(F)cc1)C1CCCCC1	0	-4	-7
O=S(=O)(O)c1ccccc1Nc1ccnc(Nc2ccccc2S(=O)(=O)O)n1	-1	-4	0
Cc1c(Cl)c([N+](=O)[O-])nn1CC(=O)Nc1ccc2c(c1)OCO2	-3	-8	-5
Cc1ccc(-n2nnnc2CNC(=O)COc2cccc3c2OC(C)(C)C3)cc1	2	-7	-4
CNC(=O)C1CCN(C(=O)Cc2ccccc2F)CC1	0	.	-8
